AmpC no deterg: inhibitors of E. coli AmpC beta-lactamase without detergent; P00811; AmpC nitrocefin hydrolysis, absorbance 480 nm, 0.0001% Triton; Potency, µM (highest dose often 57.1 µM), for the others: at the top dose activity change, negative = inhibition, actives largely listed as inhibitors; 330,000 tested, 0.52% active; AID 485341;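 also: potency is read from the fitted curve at half-maximal effect; plate controls were no compound for no effect and no enzyme for full effect; nearly all actives have a fitted effect of over 20% in size; some results filed as inactive show a strong effect at the top dose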
Target sequence (P00811 whole entry, looked up): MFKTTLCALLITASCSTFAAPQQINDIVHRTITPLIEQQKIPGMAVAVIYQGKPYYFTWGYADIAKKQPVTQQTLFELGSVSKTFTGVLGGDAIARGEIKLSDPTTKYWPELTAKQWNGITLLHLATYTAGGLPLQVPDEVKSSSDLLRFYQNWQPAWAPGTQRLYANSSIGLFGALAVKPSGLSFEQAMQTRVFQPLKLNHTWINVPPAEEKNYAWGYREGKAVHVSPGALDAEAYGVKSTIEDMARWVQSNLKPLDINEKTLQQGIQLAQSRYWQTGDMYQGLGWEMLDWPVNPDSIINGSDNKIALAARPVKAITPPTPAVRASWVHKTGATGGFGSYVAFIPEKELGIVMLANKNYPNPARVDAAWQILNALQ
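20 mM phosphate pH 7.0 + 0.01% (detergent screen) or 0.0001% Triton X-100; 5.3 nM AmpC reagent; cpd preinc 15 min RT; nitrocefin (800 uM stock) to start; A480 q20 s × 4 min; Activity was normalised to no-enzyme and no-compound control wells.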
TbPYK inhibitor: T. brucei pyruvate kinase inhibition; Potency, µM (doses to about 76.8 µM), for the others: at the top dose activity, negative = inhibition, hits mostly inhibitors; Q57TT1; AID 624173; 410,000 tested, 0.12% active; TbPYK enzyme, Kinase-Glo Plus ATP luminescence, 45 min; also: potency is read from the fitted curve at half-maximal effect; nearly all actives have a fitted effect of over 50% in size
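Assay buffer: 50 mM TEA pH 7.2, 100 mM KCl, 10 mM MgCl2, 0.05% BSA, 0.01% Tween-20. Pyruvate kinase from T. brucei plus substrate met compound, then ADP (130 uM final). Luminescence was read post 45 min RT.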
HCMV inh: inhibitors of human cytomegalovirus; HFF cells, HCMV-luciferase reporter, 72 h; hits give low values; 410,000 tested, 4.5% active; activity change, negative = inhibition, % at 57.5 µM; in the data active = activity change below about -60%; inconclusive = no clear call, values can overlap the other calls; inactive = above about -39%
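Luciferase read-out from HCMV-luciferase-infected HFFs (MOI 1 PFU/cell) 72 h post infection at 37C; compounds added after 16 h cell attachment; activity normalized between buffer-only basal and Salinomycin (10uM) inhibitor controls.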
LmPK inh: LmPK (Leishmania mexicana) enzyme inhibition; purified LmPK, Kinase-Glo ATP luminescence, 1 h; Potency, µM (doses to about 57.5 µM), inactives show top-dose activity change, negative = inhibition, usual class: inhibitors; 290,000 tested, 0.37% active; AID 1721; also: potency is read from the fitted curve at half-maximal effect
Target sequence (Q27686 whole entry, looked up): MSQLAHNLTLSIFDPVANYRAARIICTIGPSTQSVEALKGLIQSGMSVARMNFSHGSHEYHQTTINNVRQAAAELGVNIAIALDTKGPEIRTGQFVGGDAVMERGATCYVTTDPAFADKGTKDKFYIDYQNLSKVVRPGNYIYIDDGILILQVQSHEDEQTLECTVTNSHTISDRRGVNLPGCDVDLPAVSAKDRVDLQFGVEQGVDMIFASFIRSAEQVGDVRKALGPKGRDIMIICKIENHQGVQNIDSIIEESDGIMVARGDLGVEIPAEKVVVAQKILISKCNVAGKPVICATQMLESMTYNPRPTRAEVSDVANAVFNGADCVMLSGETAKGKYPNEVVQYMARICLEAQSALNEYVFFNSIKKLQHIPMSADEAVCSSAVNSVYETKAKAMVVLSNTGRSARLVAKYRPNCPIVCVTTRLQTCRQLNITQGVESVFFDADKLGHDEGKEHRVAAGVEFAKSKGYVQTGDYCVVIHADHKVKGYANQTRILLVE
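Pyruvate kinase activity monitored as ATP production (luciferase luminescence). Conditions: 0.1 nM enzyme, 0.5 mM PEP, 0.1 mM ADP, 1 h, RT; normalized against uninhibited and no-enzyme wells.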
Sm TGR inh: S. mansoni TGR enzyme inhibition; Q962Y6; purified TGR, DTNB reduction, TNB absorbance 405 nm; Potency, µM (highest dose often 114 µM), for the others: at the top dose activity change, negative = inhibition, actives largely listed as inhibitors; 360,000 tested, 3% active; AID 485364; also: potency is read from the fitted curve at half-maximal effect; nearly all actives have a fitted effect of over 60% in size
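TGR 20 nM + NADPH 100 uM (dispensed conc.), cpd preinc 15 min RT; start with NADPH (500 uM addition) then DTNB (15 mM addition). Kinetic TNB absorbance, 405 nm filter. Four-parameter Hill fit across titration.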
AmpC inh detg: inhibitors of E. coli AmpC beta-lactamase with detergent | P00811 | AmpC hydrolysis of nitrocefin, absorbance 480 nm, 0.01% Triton | Potency, µM (doses to about 114 µM), without a hit: at the top dose activity change, negative = inhibition, actives largely listed as inhibitors | 370,000 tested, 0.041% active;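 also: potency is read from the fitted curve at half-maximal effect; 0% = no-compound wells and -100% = no-enzyme wells; nearly all actives have a fitted effect of over 25% in size; some results filed as inactive show a strong effect at the top dose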
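AmpC (5.3 nM in the dispensed reagent) in 20 mM phosphate pH 7.0 with 0.01% (detergent screen) or 0.0001% Triton X-100 was preincubated with compounds for 15 min at room temperature. Nitrocefin was then added from an 800 uM solution, and hydrolysis was followed at 480 nm.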
AMA1-RON2 inh: disrupts binding of P. falciparum AMA1 to RON2; AID 720542; 360,000 tested, 0.2% active; AlphaScreen AMA1-biotinylated RON2 peptide binding; Potency, µM (titrated, usually from 58.2 µM), for the others: at the highest dose activity change, negative = inhibition, most hits filed as inhibitors;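 also: potency is read from the fitted curve at half-maximal effect; 0% = vehicle wells and -100% = peptide control; nearly all actives have a fitted effect of over 45% in size; some results filed as inactive show a strong effect at the top dose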
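AMA1 (3D7) with his tag at 25 nM final met compounds first, then biotinylated RON2 peptide at 25 nM; detection used donor plus acceptor beads, 10 µg/mL apiece, read by AlphaScreen after 30 min at room temperature.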
Starred values were filed as active, the others as inactive; ? = inconclusive; · = not tested or not shown; [ ] = dose if it differs, or a comment. Unless noted, calls follow the shape of the dose curve; as a rule, active = well fitted curve in the direction sought with a large enough effect; inconclusive = small, poorly fitted or top-dose-only effect, or another doubt; inactive = no such curve, though single readings can be large; an effect the other way counts as inactive or inconclusive. Unless noted, % is scaled to controls: 0 for no effect and ±100 for the full control effect.

SMILES | AmpC no deterg | TbPYK inhibitor | HCMV inh | LmPK inh | Sm TGR inh | AmpC inh detg | AMA1-RON2 inh
Cc1ccccc1N1CCN(C2CCCN(C(=O)Cc3c(C)noc3C)C2)CC1 (stereo not given) | 59% | 1% | 7 | -6% | 0% | -5% | 10%
COc1ccc(/C=C2\SC(N3CCc4ccccc4C3)=NC2=O)cc1OC | 83%[activator] | -10% | 16 | 2% | 3% | ? | 7%
Cc1noc(C)c1COc1ccc(C(=O)N(C)CCOc2ccccc2)cc1 | 45% | 4% | 11 | · | 0% | -9% | -1%
O=C(c1ccccc1)C(CCC(CN1CCOCC1)C(=O)c1ccccc1)CN1CCOCC1 (stereo not given) | 76%[activator] | -6% | -105* | -1% | 8.9µM* | -12% | -6%
CC(C)(C)n1nnnc1C(c1ccc2ncccc2c1)N1CCC(O)CC1 (stereo not given) | 2% | 9% | 27 | 2% | 0% | 4% | -3%
Nc1cc(C(F)(F)F)cc2c1SCC(=O)N2 | -23% | 42% | 74 | -1% | -6% | 2% | 8%
CCn1c(=O)cc(SCC(=O)NCc2ccc(Cl)cc2)c2ccccc21 | · | -9% | 4 | · | -8% | 2% | ·
COC(=O)C1SCCN1S(=O)(=O)c1ccc(Cl)cc1 (stereo not given) | · | -1% | 3 | · | · | · | -5%
CCn1c(CSc2nnc3ccccn23)nc2cc(C(=O)O)ccc21 | -16% | 1% | 32 | 6% | 4%[11.4 µM] | ? | -14%
COc1ccccc1Cc1c(-c2cccc(Cl)c2)nc2ccc(C)cn12 | · | 4% | 17 | · | · | · | -11%
CC1CCN(S(=O)(=O)c2ccc3c(c2)N(CC(=O)NCCN(C)C)C(=O)CO3)CC1 | · | -3% | 8 | · | 0% | 12% | ·
Cc1ccc2cc3cc(C(=O)N4CCN(c5ccc(Cl)cc5)CC4)oc3nc2c1 | · | 5% | 3 | · | 6% | 3% | ·
COc1ccc(/C=C/CN2CCCC(CCC(=O)NCc3ccc(F)c(F)c3)C2)cc1 (stereo not given) | 78%[activator] | -1% | -21 | -11% | 14% | 0% | -17%
COC(=O)Nc1ccc(S(=O)(=O)N2CCCC(C(=O)Nc3cccnc3)C2)cc1 (stereo not given) | -11% | · | ? | 9% | 21% | -1% | 9%
Cc1c(Cl)cccc1NC(=O)Cn1nc(C(F)(F)F)c2c1CCC2 | · | 3% | 11 | · | 1% | 29% | ·
O=c1ccc(-c2ccccc2)no1 | -11% | -2% | -1 | -2% | -29% | -6% | 0%
O=C(C1CC(=O)N(c2ccc(F)cc2)C1)N1CCC(c2nc3ccccc3[nH]2)CC1 (stereo not given) | -4% | 1% | -21 | · | -4% | -7% | -7%
COc1ccc(C(=O)NC(c2ccc(Cl)cc2)c2cc(Cl)c3cccnc3c2O)cc1 (stereo not given) | · | -6% | 0 | · | 1% | -7% | ·
CC1(C(=O)NS(=O)(=O)c2cccc(C#N)c2)CCN1C(=O)c1ccccc1 (stereo not given) | · | 0% | -17 | · | · | · | 7%
NC(=O)CSc1oc(-c2ccco2)nc1S(=O)(=O)c1ccc(F)cc1 | -17% | 11% | · | -5% | ? | -2% | 3%

The closing four records of the section before come first, to join the parts.
SMILES | AmpC no deterg | TbPYK inhibitor | HCMV inh | LmPK inh | Sm TGR inh | AmpC inh detg | AMA1-RON2 inh
O=C(C1CC(=O)N(c2ccc(F)cc2)C1)N1CCC(c2nc3ccccc3[nH]2)CC1 (stereo not given) | -4% | 1% | -21 | · | -4% | -7% | -7%
COc1ccc(C(=O)NC(c2ccc(Cl)cc2)c2cc(Cl)c3cccnc3c2O)cc1 (stereo not given) | · | -6% | 0 | · | 1% | -7% | ·
CC1(C(=O)NS(=O)(=O)c2cccc(C#N)c2)CCN1C(=O)c1ccccc1 (stereo not given) | · | 0% | -17 | · | · | · | 7%
NC(=O)CSc1oc(-c2ccco2)nc1S(=O)(=O)c1ccc(F)cc1 | -17% | 11% | · | -5% | ? | -2% | 3%
Cc1nc2n(n1)C(c1ccccc1)C1=C(CC(c3ccco3)CC1=O)N2 (stereo not given) | -22% | 1% | -3 | -2% | 56µM* | 4% | -5%
COc1cccc(/C=C/C(=O)OCC(=O)c2ccc(C)c(C)c2)c1OC | -23% | 5% | ? | · | -15% | ? | -9%
Cc1ccc(C2c3[nH]c4ccccc4c3CCN2C(=O)c2cccc(C)c2)cc1 (stereo not given) | · | 2% | -22 | · | 5% | 21% | ·
O=C(NC(=S)Nc1cccc2[nH]ncc12)c1ccccc1 | -31% | -6% | -62* | -20% | ? | -1% | 17%
CC(Sc1nnc(CNc2cccc3ccccc23)n1-c1ccccc1)C(=O)N/N=C/c1ccco1 (stereo not given) | 13% | -20% | 51 | 3% | 5% | 0% | 3%
N=C(c1cccc([N+](=O)[O-])c1)N1CCCCCC1 | -1% | -1% | 12 | 10% | 5% | 6% | -2%
COc1ccc(NC(=O)Cn2c(=O)n(Cc3ccc(C(=O)NCc4ccccc4Cl)cc3)c(=O)c3ccccc32)cc1 | · | -6% | -26 | · | 2% | 3% | ·
Clc1ccc(-c2cnn3c(-c4ccncc4)ccnc23)cc1 | -25% | 5% | 41 | 11% | 8% | ? | 2%
CC1CCN(CCCNC(=O)c2ccc3c(=O)n(Cc4ccc(Cl)cc4)c(=S)[nH]c3c2)CC1 | 52% | -12% | -27 | 0% | -26% | 2% | 44%[activator]
CN(C)c1nc(Oc2ccc(=O)n(-c3ccccc3)n2)nc(N2CCOCC2)n1 | 32% | 6% | 9 | 6% | 0% | ? | 0%
CCN(CC(=O)Nc1c(F)cccc1F)C(=O)c1ccc(S(=O)(=O)N2CCCCCC2)cc1 | 14% | 1% | -5 | · | 7% | ? | -5%
[O-][n+]1ccccc1SC/C=C/c1ccccc1 | -14% | -15% | 128 | 5% | 5% | 0% | -6%
CC1(c2nnc(Cc3ccccc3)o2)CC(c2ccc(F)cc2)=NO1 (stereo not given) | · | 3% | 6 | · | · | · | 2%
CCCOC(=O)CC1C(=O)NCCN1Cc1ccccc1C (stereo not given) | · | -5% | 29 | · | · | · | -7%
COc1ccc(C)cc1NC(=O)c1cnc2sccn2c1=O | 0% | · | -20 | 5% | 8% | ? | ·
CC(C)(C)C1CCc2c(sc3nc(-c4cc5ccccc5oc4=O)[nH]c(=O)c23)C1 (stereo not given) | · | -9% | -5 | · | -4% | 17% | ·
CCOc1cc(C#N)c(NC(=O)Cn2nnc(-c3ccc(C)cc3)n2)cc1OCC | · | 2% | -26 | · | 13% | 0% | ·
O=C(CSc1nc(=O)n(Cc2cccnc2)c2c1CCC2)Nc1ccc(F)cc1F | · | 0% | -15 | · | 3% | 3% | ·
Clc1cccc(Cl)c1-c1noc(CN2CCOCC2)n1 | -7% | -4% | 15 | 0% | -13% | -3% | 8%
CCCS(=O)(=O)n1nc(-c2ccc(Br)cc2)cc1N | -14% | 8% | -39 | 0% | -8% | -11% | -6%
Cc1ccc(SCCNS(=O)(=O)c2ccc(F)cc2)cc1 | -3% | 5% | 10 | 0% | 2% | -6% | -2%
N/C(=N\OS(=O)(=O)c1ccc(Cl)cc1)c1cccnc1 | -12% | -3% | 36 | 1% | -11% | -7% | 10%
Cc1ccc(-n2cc(CNC(C)Cn3cncn3)c(-c3ccc(F)cc3)n2)cc1 (stereo not given) | 233%[activator] | 2% | -38 | 0% | · | -8% | -10%
O=c1oc2ccccc2c(Nc2ccc(F)cc2)c1[N+](=O)[O-] | -18% | 0% | 54 | -2% | -2% | -2% | -4%
COc1cc(NC(=O)c2cc(C)no2)c(OC)cc1Cl | -4% | 8% | 113 | -6% | -11% | 3% | 4%
CC(C)CNc1ncnc2c1ncn2[C@H]1CN(CCc2ccccc2)C[C@@H](CO)O1 | · | 0% | -15 | · | · | · | -6%
Cc1ccc(C)c(Oc2nnnn2-c2ccccc2)c1 | -24% | -12% | 13 | -1% | -5% | -5% | -1%
Cc1c(-c2cccc(NC(=O)C(C)(C)C)c2)nc2ncccn12 | · | -4% | -38 | · | 8% | -5% | ·
CC(Oc1ccc(F)cc1)C(=O)Nc1cc(S(=O)(=O)N2CCOCC2)ccc1N1CCCCC1 (stereo not given) | 94%[activator] | 1% | -8 | · | 5% | -3% | -1%
Cc1ccc(N2CCN(/N=C/C(Cl)=C/c3ccccc3)CC2)cc1 | -20% | -21% | -10 | 5% | 5% | ? | -8%
CC1(c2cnc(Nc3ccccc3)s2)CCC(=O)O1 (stereo not given) | · | 5% | 5 | 2% | -3% | 9% | -1%
O=C(CNC(=O)C1CC(=O)N(c2cccc3ccccc23)C1)Nc1ccccc1Br (stereo not given) | 63%[activator] | 2% | -24 | · | -9% | -2% | 5%
CCCN(CCC)CCCn1c(=O)[nH]c2ccccc21 | -18% | 16% | 4 | -1% | 2% | -12% | -7%
COCCn1c(SCCCC(=O)c2ccc(Br)cc2)nnc1-c1ccncc1 | 77%[activator] | -3% | -71* | 14% | -11% | ? | 20%
O=C(O)/C(=C\c1cccc(F)c1)c1ccc(S(=O)(=O)N2CCCCC2)s1 | -5% | 2% | -23 | 6% | 4% | 3% | -9%
Cc1c(C(=O)N2CCCCCC2(C)C(=O)NCC(C)C)oc2ccccc12 (stereo not given) | · | -8% | ? | · | · | · | 0%
Cc1ccccc1NC(=S)N/N=C/C(C)c1ccccc1 (stereo not given) | -24% | -28% | -26 | -6% | -7% | 3% | 76%[activator]
Cn1c(CNC(=O)c2ccccc2F)nnc1SCc1ccc(F)cc1 | 6% | -4% | 0 | -2% | -11% | ? | 0%
COc1cccc(C(=O)Oc2cc3c4c(c2)C(C)=CC(C)(C)N4C(=O)C3=O)c1 | -7% | -3% | -77* | -1% | 3% | -17% | ?
CCOc1ccc2nc(NC(=O)COc3ccc(N(C)S(=O)(=O)c4ccc(C)cc4)cc3)sc2c1 | -13% | -12% | ? | 0% | 0% | -5% | 0%
COc1cc(OC)c(-c2nn3c(C4CCCCC4)nnc3s2)cc1OC | 113%[activator] | -18% | -11 | 0% | -11% | ? | -3%
O=C(c1cc(-c2cccc(Cl)c2)on1)N1CCCCC1 | · | -4% | 72 | · | 1% | 7% | ·
O=C(CSc1ccc(-c2ccco2)nn1)NCCc1ccccc1 | -13% | -16% | 45 | 2% | 11µM* | 5% | -7%
CCCCCCC1(C)NC(=S)N(c2ccccc2)N1 (stereo not given) | -17% | -14% | -27 | 22%[11.5 µM] | -2% | 4% | 26%

Assay outcomes as filed in PubChem BioAssay.
